NOD2 inhibition – NOD2 signaling inhibitors, cell-based, luminescence, uHTS, HEK293 (AID 1566). 290,000 tested, 0.63% active. HEK293 NOD2/NF-kB luciferase reporter, luminescence; higher % means a stronger effect. inhibition, % at 4 µM, or EC50 in µM where a hit was titrated; also: many of its hits are not listed in these tables
KOR beta-arrestin-1 – KOR antagonists, beta-arrestin recruitment, cell-based, luminescence, uHTS (AID 1778); KOR beta-arrestin recruitment, luminescence, antagonist mode; higher % means a stronger effect; one-dose inhibition, % at 10 µM; IC50 in µM for titrated hits; 290,000 tested, 0.091% active; also: strong numbers were not always called active
M17LAP inhibition – P. falciparum M17LAP inhibitors, primary screen, biochemical, fluorogenic H-Leu-NHMec substrate, 1536-well (AID 1619) | recombinant M17LAP, H-Leu-NHMec fluorogenic kinetic assay; higher % means a stronger effect | inhibition, % at 30 µM; hits with a dose series show IC50 in µM | 220,000 tested, 0.38% active;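 active = compound inhibiting the enzyme by more than half at any dose during confirmatory dose-response retesting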;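 also: plate controls were full reaction with DMSO carrier for no effect and no enzyme background for full effect; strong numbers were not always called active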
M1AAP inhibition – P. falciparum M1AAP inhibitors, biochemical, fluorogenic H-Leu-NHMec substrate, 1536-well (AID 1445) | Aminopeptidase N (Plasmodium falciparum (isolate 3D7)) | recombinant M1AAP, H-Leu-NHMec fluorogenic kinetic assay; higher % means a stronger effect | inhibition, % at 30 µM, or IC50 in µM where a hit was titrated | 220,000 tested, 0.42% active;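 active = primary inhibition above the hit cutoff, then over 50% inhibition at one or more dose response concentrations, cut at about 23% in these data, passing the limit was not always enough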;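 also: plate controls were DMSO full reaction for no effect and no enzyme background for full effect; strong numbers were not always called active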
KOR beta-arrestin-2 – KOR agonists, beta-arrestin recruitment, primary screen, cell-based, luminescence, uHTS (AID 1777); activation, % at 10 µM, or EC50 in µM where a hit was titrated; KOR beta-arrestin recruitment, luminescence; higher % means a stronger effect; 280,000 tested, 0.02% active; Kappa-type opioid receptor (Homo sapiens); in the data active = activation above about 50%, passing the limit was not always enough; also: a part of the inactive calls stands beside numbers as strong as those of hits
GPR55 activation – GPR55 agonists via beta-arrestin recruitment, primary screen, imaging, U2OS cells, beta-arrestin-GFP redistribution (AID 1961). 290,000 tested, 0.048% active. G-protein coupled receptor 55 (Homo sapiens). activation, % at 10 µM; hits with a dose series show EC50 in µM. U2OS GPR55 beta-arrestin-GFP redistribution imaging; higher % means a stronger effect;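 active = activation above 40% with more than 50 cells counted in the well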;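 also: U2OS osteosarcoma cells stably expressing GPR55 and beta-arrestin-GFP; plate controls were DMSO negative control for no effect and LPI positive control for full effect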
NOD1 NF-kB reporter – NOD1 signaling inhibitors, primary screen, cell-based, luminescence, uHTS (AID 1578); inhibition, % at 4 µM; hits with a dose series show EC50 in µM; 290,000 tested, 1% active; NOD1-driven NF-kB luciferase reporter cells, luminescence; higher % means a stronger effect; in the data active = inhibition mostly above about 36%, no sharp cut-off; inactive = mostly below about 34%;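 also: HEK-293T reporter cells stimulated with the NOD1 agonist gamma-tri-DAP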
AID2073 – inhibitors of Mint1-CaV2.2 protein interaction, biochemical, HTRF (AID 2073). inhibition, % at 20 µM; hits with a dose series show IC50 in µM. HTRF protein-protein interaction, Mint1-CaV2.2; higher % means a stronger effect. 290,000 tested, 0.19% active. Voltage-dependent N-type calcium channel subunit alpha-1B (Homo sapiens); in the data active = inhibition mostly above about 51%, no sharp cut-off; also: some results filed as inactive read as strong as hits
Dynein cargo inh – inhibitors of GR-EGFP nuclear translocation, primary screen, dynein cargo transport inhibitor project, imaging, high-content, 3617.4 mouse cells; test concentration mostly 20 µM; stimulated with dexamethasone, 1 µM; hits give low values; z-score, hits read low; 220,000 tested, 0.47% active; AID 1381, 2008;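 active = plate z-score of nuclear minus cytoplasmic receptor signal below a set negative limit, without overly bright fluorescence or cell loss, cut at about -3.5 in these data, passing the limit was not always enough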;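 also: z-score of nuclear minus cytoplasmic ring GR-EGFP intensity difference per well; some compounds called inactive have numbers as strong as hits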
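Buffer or medium – tet-free medium with charcoal-stripped serum · Signal – automated 10x imaging of fixed Hoechst-stained cells · Also added – dexamethasone agonist, 1.0 µM final, for 30 min · Incubation – induction 48 h, compound 1 h, agonist 30 min · Read-out – GR-EGFP nuclear translocation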
Dynein cargo inh cytoplasmic EGFP – recorded beside Dynein cargo inh, whose call it bears; z-score; measured here: cytoplasmic GR-EGFP intensity; hits give high values
Dynein cargo inh nuclear GR-EGFP – further read-out of Dynein cargo inh, marked with its call; z-score; measured here: nuclear GR-EGFP intensity;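 lower value marks the stronger effect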
Dynein cargo inh cell count – recorded beside Dynein cargo inh, whose call it bears; z-score; measured here: cell count per field
* marks the source's active call; other numbers are inactive results; nt = not tested or not shown; [ ] = remark or other dose. Rule as the data show it, unless noted: active = inhibition above about 50%; inactive = the rest.

Sequence of screens: NOD1 NF-kB reporter	Dynein cargo inh cytoplasmic EGFP	NOD2 inhibition	M17LAP inhibition	M1AAP inhibition	GPR55 activation	KOR beta-arrestin-2	Dynein cargo inh cell count	Dynein cargo inh	KOR beta-arrestin-1	Dynein cargo inh nuclear GR-EGFP	AID2073
#1 CC(=O)Nc1ccc(NS(=O)(=O)c2cc(-c3n[nH]c(=O)c4ccccc34)ccc2C)cc1
    8.7%	-0.035	13.0%	8.4%	9.9%	-0.1%	-0.6%	-2.66	2.22	19.2%	1.16	13.8%
#2 COC(=O)c1cc(OC)c(OC)cc1NC(=O)c1ccccc1C
    -55.9%	-0.321	18.4%	1.1%	5.2%	0.2%	-2.1%	1.58	-1.07	17.7%	0.053	8.1%
#3 O=C(COC(=O)CCN1C(=O)C2CC=CCC2C1=O)NCCc1ccccc1 (centres undefined)
    -2.7%	nt	1.1%	nt	nt	0.2%	7.2%	nt	nt	-50.0%	nt	11.1%
#4 COc1ccc(/C(CC2OC(=O)c3ccccc32)=N\NC(N)=O)cc1 (centres undefined)
    4.6%	-0.295	6.3%	3.1%	0.8%	-0.1%	-2.8%	-0.0489	-0.357	-2.7%[20 µM]	0.464	-3.4%
#5 Cc1ccc(S(=O)(=O)Nc2ccccc2CNC2CCCCC2)cc1
    -31.5%	-0.079	9.2%	0.5%	0.6%	3.2%	-2.8%	-0.633	0.206	15.8%	0.823	-4.2%
#6 CCOC(=O)c1c[nH]n(-c2ccc(C)cc2)c1=O
    -0.4%	-0.196	-18.1%	3.4%	3.2%	1.3%	-2.9%	-0.465	-0.152	-16.7%	-0.522	-6.1%
#7 O=C(NC(=S)Nc1cc([N+](=O)[O-])ccc1O)c1cccnc1
    -43.5%	-0.367	-9.7%	3.5%	7.2%	0.2%	-4.9%	0.985	-0.113	20.3%	-0.628	12.2%
#8 Cc1cc(NC(=O)CSc2nnc(-c3cccnc3)n2C)no1
    -4.2%	-0.195	7.7%	1.9%	-3.4%	0.2%	-1.2%	0.802	-0.494	-6.8%	-0.248	7.7%
#9 Cc1c(N/C(=N/S(=O)(=O)c2cc([N+](=O)[O-])ccc2Cl)c2ccccc2)c(=O)n(-c2ccccc2)n1C
    -14.5%	-0.308	12.7%	10.4%	7.6%	-1.2%	-0.5%	0.34	-0.502	16.3%	-0.132	-4.2%
#10 O=C(CNS(=O)(=O)c1cccc2nsnc12)NC1CCCCC1
    -5.2%	-0.191	10.0%	11.6%	-1.0%	0.0%	1.8%	0.523	-0.918	-27.5%	-0.221	-18.1%
#11 O=C(CSc1ncnc2sc3c(c12)CCCCC3)NCc1ccco1
    3.9%	-0.0953	-22.3%	9.4%	10.0%	-0.1%	-0.8%	0.558	0.245	-49.6%	0.0668	37.2%
#12 CCOC(=O)C1CCCCN1Cc1cn[nH]c1-c1ccc(F)cc1F (centres undefined)
    -15.0%	-0.298	10.5%	0.9%	7.0%	0.2%	-0.9%	-0.372	0.311	-2.5%	0.341	0.4%
#13 O=C(CCN1C(=O)/C(=C/c2ccc(F)cc2)SC1=S)NCCCn1ccnc1
    11.5%	nt	-11.5%	nt	nt	-0.2%	2.1%	nt	nt	13.3%	nt	-3.8%
#14 CNC(=S)NNC(=O)c1sccc1C
    5.2%	-0.265	-11.6%	-4.1%	0.8%	-0.3%	-5.3%	0.116	-0.0339	5.9%	-0.138	-18.5%
#15 CNC(=O)C12N=CNN=C1N(C)C(=O)N2C (centres undefined)
    -19.0%	-0.258	7.3%	-7.6%	1.1%	-0.2%	-0.3%	0.669	-0.471	-22.3%	-0.412	-2.8%
#16 FC(F)(F)c1nc2ccccc2n2c(-c3ccc(Cl)cc3Cl)nnc12
    3.8%	-0.187	13.2%	-8.8%	10.2%	0.3%	-0.3%	-0.461	-0.364	-15.4%	-0.296	5.6%
#17 COc1cc(/C=C/C(=O)N2CCN(c3n[nH]c(=O)[nH]c3=O)CC2)cc(OC)c1OC
    -23.4%	-0.225	6.6%	-0.7%	0.2%	0.1%	10.6%	0.377	-0.48	-8.4%	-0.12	-18.6%
#18 Cc1cc(OCCCCCn2ccnc2)cc(C)c1Cl
    48.0%*	-0.297	-15.6%	3.8%	2.3%	-0.5%	9.2%	-1.84	0.822	-81.1%	1.29	12.2%
#19 COC(=O)CCCC1=CC2=CC(=O)C(C)(OC(=O)c3cccs3)C(=O)C2=CN1C1CC1 (centres undefined)
    -7.0%	-0.763	11.4%	20.3%	3.8%	-0.1%	-1.5%	0.275	-0.165	23.4%	-0.0392	47.8%
#20 Cc1ccc(CCNC(=O)C2CCCN(S(=O)(=O)c3cnc[nH]3)C2)cc1 (centres undefined)
    -15.1%	-0.182	9.1%	5.3%	1.2%	0.2%	-4.3%	-0.439	-0.0784	8.8%	0.0772	6.3%
#21 CCCc1cc(=O)[nH]c(SCCOc2ccc(Cl)cc2)n1
    18.1%	-0.168	24.3%	3.1%	6.5%	0.3%	-0.3%	1.27	-1.91	-8.0%	-0.724	5.1%
#22 O=C(NCCc1cccc(F)c1)C1CCN(S(=O)(=O)c2ccccc2)CC1
    -4.6%	nt	-8.6%	nt	nt	-0.1%	-1.0%	nt	nt	-8.5%	nt	17.4%
#23 COc1ccc(Nc2nc(N(C)c3ccccc3)nc(N)c2[N+](=O)[O-])cc1
    -1.7%	nt	7.3%	nt	nt	-0.1%	-3.4%	nt	nt	-38.3%	nt	22.6%
#24 CN(C)c1nc(Nc2ccc(Cl)cc2)nc(OCC#N)n1
    8.4%	-0.221	4.1%	7.6%	0.7%	-0.2%	1.7%	0.531	-0.727	-51.0%	0.263	0.4%
#25 CS(=O)(=O)Nc1cccc(C(=O)OCCCOc2ccc(F)cc2)c1
    -5.6%	nt	9.5%	nt	nt	-0.1%	-6.3%	nt	nt	-2.0%	nt	10.7%
#26 CS(=O)(=O)N1CCCC(C(=O)NCc2ccc(F)cc2Cl)C1 (centres undefined)
    -23.4%	-0.261	-6.7%	-10.7%	4.3%	0.2%	4.8%	0.674	-0.507	20.4%	-0.325	13.1%
#27 CCOC(=O)c1c(C)[nH]c(=S)c(C#N)c1-c1ccc(Cl)cc1
    -17.1%	-0.0521	-3.6%	5.7%	5.3%	0.3%	0.7%	0.908	-0.518	-1.0%	-0.161	7.8%
#28 CC1(C)CC(O)(CCNCc2ccc3c(c2)OCO3)CCO1 (centres undefined)
    -29.5%	-0.163	9.7%	-3.8%	5.1%	-0.2%	-3.4%	0.884	-0.562	16.8%	-0.0753	-5.2%
#29 Cc1ccccc1C(=O)N1CCN(c2ncnc3c2cnn3-c2ccccc2)CC1
    -0.7%	-0.209	17.9%	-1.2%	1.4%	-0.1%	-1.3%	0.591	-1.34	14.3%	-0.536	-4.9%
#30 CCC1C(=O)c2ccccc2N(C)C1=O (centres undefined)
    -24.7%	0.322	11.4%	-7.4%	0.3%	0.1%	1.8%	-0.774	0.438	3.1%	0.0553	7.9%
#31 O=C(N/N=C/c1cc(Br)cs1)C(O)c1ccccc1 (centres undefined)
    -19.9%	nt	11.7%	nt	nt	0.0%	-2.7%	nt	nt	-43.7%[20 µM]	nt	10.6%
#32 CC(NC(=O)CCNC(=O)N1CCn2c1nc1ccccc12)c1ccccc1 (centres undefined)
    -20.7%	nt	11.1%	nt	nt	-0.2%	nt	nt	nt	nt	nt	0.8%
#33 Cc1ccc(S(=O)(=O)Nc2ccc(-c3cn4ccc(C)cc4n3)cc2)cc1
    -27.1%	-0.129	14.6%	0.0%	0.4%	0.5%	8.1%	-0.199	0.316	23.5%	0.484	36.4%
#34 O=C(O)c1nc(-c2ccccc2)n(-c2cccc(C(F)(F)F)c2)n1
    -8.6%	0.399	7.7%	34.2%	-3.5%	0.3%	1.8%	-1.41	0.674	-47.7%	0.691	-3.9%
#35 CCn1c(SCC(=O)N2CCN(C(=O)c3ccco3)CC2)nnc1C(C)C
    -30.2%	-0.219	-7.7%	-4.3%	0.3%	0.6%	-5.6%	0.295	-0.445	-15.8%	-0.074	22.6%
#36 O=C(O)c1ccccc1NC(=S)NC(NC(=O)c1ccccc1[N+](=O)[O-])C(Cl)(Cl)Cl (centres undefined)
    9.3%	-0.213	13.2%	53.5%	12.8%	0.2%	2.7%	-0.78	3.36	19.4%	1.05	-21.4%
#37 O=C(N/N=C/c1ccncc1)C12CC3CC(CC(C3)C1)C2
    -43.3%	-0.242	-5.5%	7.9%	2.8%	0.5%	-2.9%	1.36	-0.467	10.0%	-0.548	-0.8%
#38 CCN(CC)S(=O)(=O)c1cc([N+](=O)[O-])ccc1NNC(=O)Nc1ccccc1OC
    -7.5%	-0.243	-3.4%	4.5%	6.5%	-0.2%	-10.8%	0.903	0.0909	16.8%	0.0247	13.1%

Filtered by structure, the compounds so far containing a CF3 group (two)
Sequence of screens: NOD1 NF-kB reporter	Dynein cargo inh cytoplasmic EGFP	NOD2 inhibition	M17LAP inhibition	M1AAP inhibition	GPR55 activation	KOR beta-arrestin-2	Dynein cargo inh cell count	Dynein cargo inh	KOR beta-arrestin-1	Dynein cargo inh nuclear GR-EGFP	AID2073
#16 FC(F)(F)c1nc2ccccc2n2c(-c3ccc(Cl)cc3Cl)nnc12
    3.8%	-0.187	13.2%	-8.8%	10.2%	0.3%	-0.3%	-0.461	-0.364	-15.4%	-0.296	5.6%
#34 O=C(O)c1nc(-c2ccccc2)n(-c2cccc(C(F)(F)F)c2)n1
    -8.6%	0.399	7.7%	34.2%	-3.5%	0.3%	1.8%	-1.41	0.674	-47.7%	0.691	-3.9%

A portion of the library, so the mix of outcomes need not match the whole.
